ERp5 inh: blocks human ERp5 reductase activity on insulin; Q15084; ERp5 insulin aggregation, absorbance 650 nm, 90 min; inhibition, % at 9.99 µM; 0.05% of 350,000 active; AID 651711;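 active means mean replicate inhibition above about 25%, with every replicate also reaching it, limit read from the data, passing the limit was not always enough; inconclusive means only one of those two criteria met; inactive means neither criterion met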
Target sequence (Q15084 whole entry, looked up): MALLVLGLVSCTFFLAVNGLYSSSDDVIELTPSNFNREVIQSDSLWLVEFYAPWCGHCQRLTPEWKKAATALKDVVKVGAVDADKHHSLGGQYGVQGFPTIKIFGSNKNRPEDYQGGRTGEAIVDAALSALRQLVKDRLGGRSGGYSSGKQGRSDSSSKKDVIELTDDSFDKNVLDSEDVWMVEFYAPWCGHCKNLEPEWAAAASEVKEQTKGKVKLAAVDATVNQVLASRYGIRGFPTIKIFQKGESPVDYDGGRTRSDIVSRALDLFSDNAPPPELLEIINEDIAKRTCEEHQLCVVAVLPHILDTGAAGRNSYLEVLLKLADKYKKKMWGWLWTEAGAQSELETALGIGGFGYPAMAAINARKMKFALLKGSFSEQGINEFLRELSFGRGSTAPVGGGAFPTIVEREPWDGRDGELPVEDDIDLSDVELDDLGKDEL
CFTR F508del cor: correctors of CFTR F508del function in bronchial epithelial cells; CFBE cells, YFP halide quenching; stimulated with forskolin plus potentiator P3; % fluorescence drop versus neutral controls; activity (quench increase), % at 7.58 µM; 0.36% of 350,000 active;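 active means mean added fluorescence quench of at least 8% versus neutral control, with both replicates also reaching 8%; inconclusive means only one of the mean or replicate conditions met; inactive means mean below 8% and not both replicates reaching 8%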;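 further: cells transiently co-express mutant CFTR-F508del with the halide-sensitive YFP; corrector assay measuring rescue of mutant channel to the surface after 24 h compound exposure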
PAX8 reporter: lowers PAX8-driven luciferase in RMG-I cells; RMG-I TPO-luciferase reporter, SteadyGlo, 24 h; inhibition, % at 12.6 µM; 1.2% of 360,000 active; AID 652154;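 active means mean replicate inhibition at least 60% with every replicate also reaching 60%; inconclusive means only one of the two criteria is met; inactive means mean below 60% and not all replicates reaching 60%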;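 further: luciferase light reporting Pax8 driven TPO promoter activity; plate controls were median of neutral control wells for no effect and mitoxantrone controls for full effect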
ARNT-TACC3 inh: disrupts binding between human ARNT and TACC3 | 0.66% of 390,000 active | AlphaScreen His-ARNT PAS-B/GST-TACC3 binding, luminescence; TACC3 fragment carries E629A point mutation | inhibition, % at 9.99 µM | AID 623870;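 active means mean inhibition of replicates at least 50% and at least half of replicates each reaching 50%; inconclusive means half or more replicates reach 50% but mean below 50%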;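 further: 0% = complete ARNT plus TACC3 wells and 100% = ARNT alone without TACC3; many hits fall short of the cut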
EWS-Fli block: blocks EWS/Fli oncoprotein-driven transcription | A673 NR0B1-luciferase reporter, viability-normalised | inhibition, % at 12.6 µM | 0.67% of 350,000 active;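 active means mean inhibition of at least 50% after viability correction, with every replicate also passing that limit; inconclusive means mean reaches 50% but only one of two replicates passes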;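 further: firefly luciferase signal divided by Alamar Blue viability fluorescence both relative to DMSO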
DENV2 CPE: inhibitors of DENV2 cytopathic effect | DENV2-infected cells, cytopathic effect rescue, plate reader | CPE inhibition, % at 9.99 µM | 1.7% of 350,000 active | AID 651640; in the data active means CPE inhibition above about 20%, passing the limit was not always enough; inconclusive means no clear call, values can overlap the other calls; tested in BHK-21 cells;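 further: 0% = median of neutral control wells and 100% = median of positive control wells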
Xi reactivation: activators of X-chromosome reactivation in mouse fibroblasts. XiGFP mouse fibroblasts, % GFP-positive cells imaging, 3 d; cells co-treated with 5-aza-dC sensitizer; scaled so ellipticine positive control = 100%. 0.055% of 360,000 active. activation, % at 7.58 µM. AID 743238;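 active means mean normalized replicate activation at least 10% and every replicate at or above 10%; inconclusive means only one of the two criteria met; inactive means mean below 10% and not all replicates reach 10%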;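 further: 0% = median of on-plate neutral control wells and 100% = ellipticine 6 µM median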
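System: 68-5-11 XiGFP fibroblast line; Timing: 3 days compound exposure; Compound dosing: one concentration, pinned; Benchmarks: positive control ellipticine, 6 µM final; Buffer or medium: DMEM containing 5-aza-dC.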
GSIS activator: GLuc luminescence reporter in INS-1E cells, primary screen for activators of glucose-dependent secretion of insulin; INS-1E GLuc reporter insulin secretion, 2-3 h; 0.61% of 370,000 active; activation, % at 16.6 µM; AID 743287;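 active means lowest replicate activation of at least 40%, so every replicate reaches that level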;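 further: 0% = median of neutral control wells and 100% = median of IBMX positive control wells; some compounds called inactive have numbers as strong as hits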
Active calls of the source: *; ? = inconclusive; / = not tested or not shown.

no.	Molecule	CFTR F508del cor	DENV2 CPE	EWS-Fli block	Xi reactivation	ERp5 inh	PAX8 reporter	ARNT-TACC3 inh	GSIS activator
1	CC(c1ccccc1)c1nnc(NC(=O)c2ccc3c(c2)OCO3)s1 (stereo not drawn)	5.1	-4	21	0.2	1	-25	1	-3
2	Cc1ccc(NC(=O)C(Nc2cccc(C)c2)c2ccccc2)cc1 (stereo not drawn)	/	/	/	0.1	/	4	-2	-16
3	COc1ccc2c(c1)c(CC(=O)Nc1ccc(C(C)=O)cc1)c(C)n2C(=O)c1ccc(Cl)cc1	/	3	1	0.1	7	4	-4	-2
4	COCC(=O)NC[C@@H]1[C@H](c2ccc(C3=CCCC3)cc2)[C@@H](CO)N1C(C)=O	-1.7	3	-4	0.2	1	-2	-5	-2
5	COc1cccc(NC(=O)N2C[C@H](O)COC[C@H]3O[C@H](CC(=O)NC4Cc5ccccc5C4)CC[C@@H]32)c1	0.0	3	3	0.3	-1	-3	-1	-2
6	CC(=O)NC1(c2nnnn2CCOC(=O)Nc2ccc(Cl)cc2)CCCC1	-1.8	-4	0	0.0	1	7	-4	-13
7	COc1ccc(CN(C)C[C@@H]2OCCCC[C@H](C)Oc3ccc(NC(=O)Nc4ccc(OC)cc4)cc3C(=O)N([C@@H](C)CO)C[C@@H]2C)cc1	-0.8	19	5	0.1	4	-7	9	-33
8	C[C@@H]1CN([C@@H](C)CO)C(=O)c2cc(NC(=O)Nc3ccc(C(F)(F)F)cc3)ccc2O[C@@H]1CN(C)S(=O)(=O)c1ccc(Cl)cc1	2.5	?	7	0.0	-5	/	0	-31
9	S=C1NCCNC(=S)NCCOCCN1	0.7	1	-2	0.1	-1	3	-9	7
10	COc1ccc2c3c([nH]c2c1)[C@@H](CO)N(Cc1ccncc1)CC31CCN(Cc2ccc(-c3ccccn3)cc2)CC1	1.3	0	-2	0.0	1	/	/	9
11	O=[N+]([O-])c1cccc(CN2[C@@H](Cc3ccccc3)COCCS2(=O)=O)c1	1.2	/	-2	0.1	/	-10	18	-2
12	CCOC(=O)c1sc(NC(=O)CN2CCN(c3ccccc3)CC2)nc1C	0.4	-2	-3	0.0	4	4	5	-1
13	CCc1ccccc1N(CC(=O)NC1CCCC1)C(=O)CNC(=O)c1cccs1	-0.6	-5	-2	0.2	5	-7	-5	-5
14	Cc1nnc(SCc2cc(=O)[nH]c(/N=C(\N)Nc3ccccc3Sc3ccccc3)n2)s1	-3.1	/	7	0.2	3	1	-5	-4
15	O=C(Nc1cccc(S(=O)(=O)N2CCCC2)c1)c1ccc2c(c1)OCO2	0.2	-7	1	-0.1	4	35	15	17
16	CNC(=S)NNC(=O)c1sc2cc(C(F)(F)F)cnc2c1-c1cccnc1	2.9	-3	1	0.0	-4	-6	4	-1
17	CNC(=S)Nc1cc(S(=O)(=O)Nc2cc(Cl)ccc2Cl)ccc1N1CCCC1	2.7	13	6	-0.1	0	16	7	-21
18	S=C(NC1CC1)N1CCN(C(=S)NC2CC2)CC1	-3.1	-2	-1	0.0	0	-13	-3	15
19	C[C@H](CO)N1C[C@H](C)[C@H](CN(C)S(=O)(=O)c2ccccc2)Oc2ccc(NC(=O)C3CC3)cc2C1=O	0.2	?	14	0.2	-1	-1	/	4
20	CCCCN(C(=O)c1ccc(-n2nc(C)cc2C)cc1)c1c(N)n(CCC)c(=O)[nH]c1=O	0.7	4	-22	0.6	5	6	-5	10
21	O=C(O)C[C@H]1c2cc(C(F)(F)F)ccc2S(=O)(=O)N1C1CCCC1	-2.6	-4	-7	0.2	5	2	/	-4
22	COc1ccc(NS(=O)(=O)c2cc(NC(=O)c3cncc(Br)c3)ccc2OC)cc1	-0.2	1	-7	0.0	-16	-4	-1	-10
23	CN(C)C(=O)c1cc(C(=O)c2ccc(Cl)cc2Cl)c[nH]1	1.6	-6	-75	0.0	2	-15	-6	-8
24	COc1ccc(CN2C(=O)C(CC(=O)NCc3cccs3)CC(C(=O)N(C)C)=C2C)cc1 (stereo not drawn)	0.5	0	-6	0.3	-5	-7	/	5
25	CN1CCN(c2nc3c(c(=O)n(C)c(=O)n3C)n2Cc2ccccc2F)CC1	2.0	-4	21	0.1	3	11	2	5
26	O=C(Nc1ncnc2sc3c(c12)CCC3)c1ccco1	-1.0	-1	4	/	-1	/	-1	23
27	O=C(C[C@H]1C[C@H]2c3cc(NC(=O)NC4CCCC4)ccc3O[C@H]2[C@@H](CO)O1)NCc1cccnc1	0.2	-7	-6	0.1	4	-8	/	0
28	COc1ccc(CNC(=O)C2(C)Cc3c(-c4ccc(C(N)=O)cc4)ccnc3O2)cc1OC (stereo not drawn)	-0.6	2	-13	0.0	-8	-35	/	-2
29	CN(C)c1ccc(-c2csc(C(O)c3ccc(F)c(F)c3)n2)cc1 (stereo not drawn)	-4.3	-6	-66	0.1	-1	-75	/	8
30	CNC(=O)c1[nH]cnc1C(=O)Nc1ccc(F)cc1	3.5	5	4	-0.1	3	-13	/	15

Only CFTR F508del cor and GSIS activator (2 entries from above):
| cpd | SMILES | CFTR F508del cor | GSIS activator |
| --- | --- | --- | --- |
| 17 | CNC(=S)Nc1cc(S(=O)(=O)Nc2cc(Cl)ccc2Cl)ccc1N1CCCC1 | 2.7 | -21 |
| 14 | Cc1nnc(SCc2cc(=O)[nH]c(/N=C(\N)Nc3ccccc3Sc3ccccc3)n2)s1 | -3.1 | -4 |

Going on with the list:
no.	Molecule	CFTR F508del cor	DENV2 CPE	EWS-Fli block	Xi reactivation	ERp5 inh	PAX8 reporter	ARNT-TACC3 inh	GSIS activator
31	C[C@@H]1CN([C@@H](C)CO)C(=O)c2cc(NC(=O)C3CCCCC3)ccc2O[C@H]1CN(C)Cc1ccc(C(F)(F)F)cc1	-1.7	1	11	0.4	12	/	-5	-10
32	CCCOC(=O)c1c(NC(=O)/C=C/c2cnn(C)c2C)sc(C(=O)OC)c1C	1.4	-3	7	/	3	/	0	1
33	CCN(CC(=O)NCc1ccc(F)cc1)C(=O)COc1ccc2ccccc2c1	/	/	/	0.0	/	2	1	-19
34	O=C(NC1CCCCCCC1)c1cccs1	0.2	-2	-87	0.4	5	-85	-3	9
35	COc1ccc(S(=O)(=O)N2CCC3(CC2)CC(=O)c2ccccc2O3)cc1OC	-0.2	-1	-5	0.2	7	-13	/	-5
36	O=C(NC(=S)Nc1ccc(S(=O)(=O)Nc2ncccn2)cc1)c1ccc(Br)cc1	-0.9	6	8	0.0	-1	-9	3	24
37	Cc1ccc(C(=O)Nc2ccccc2C(=O)NC(Cc2ccccc2)C(=O)O)cc1 (stereo not drawn)	0.1	-5	-13	0.0	-8	-37	-4	3
38	COc1ccccc1C(=O)Nc1ccc2c(c1)C(=O)N(C)C[C@@H](OC)[C@H](C)CN(CC1CC1)[C@H](C)CO2	-1.7	-9	2	-0.1	-1	10	6	-3
39	Cc1nn(C)c(C)c1C1C(C#N)=C(N)Oc2n[nH]c(C)c21 (stereo not drawn)	/	/	/	0.1	/	12	2	3
40	C[C@@H]1CN([C@@H](C)CO)C(=O)Cc2cc(NC(=O)CCC(F)(F)F)ccc2O[C@H]1CN(C)C(=O)Nc1cccc2ccccc12	2.2	/	5	-0.3	/	-5	/	-10
41	C[C@@H]1CCCCO[C@@H](CN(C)Cc2ccncc2)[C@@H](C)CN([C@@H](C)CO)C(=O)c2cc(NS(=O)(=O)c3cn(C)cn3)ccc2O1	-1.0	1	0	0.0	3	19	0	25
42	O=C(O)c1c2c(nc3ccccc13)-c1ccccc1CC2	-0.7	-1	5	0.0	-1	0	-8	1
43	O=C(CCl)NN=C(c1ccccc1)c1ccccc1	3.5	-3	4	0.0	-4	-5	22	8
44	C[C@H](CO)N1C[C@H](C)[C@H](CN(C)Cc2ccccc2)OCCCC[C@H](C)Oc2ccc(NS(=O)(=O)c3ccc(Cl)cc3)cc2C1=O	-0.7	-20	9	0.0	1	66*	10	-10
45	COc1cc(-c2nnc3sc(-c4ccco4)nn23)cc(OC)c1OC	/	/	/	/	-1	2	1	3
46	CCOC(=O)C1(C)C=C(Nc2ccc(NC(C)=O)cc2)C(=O)N1c1ccc(NC(C)=O)cc1 (stereo not drawn)	-0.8	6	2	0.0	-3	10	-2	/
47	CCOc1ccc(Nc2nc3ccccc3c(=O)s2)cc1	1.4	-4	-2	0.0	-6	-1	-8	3
48	CCc1nc2c(OCc3ccc(Cl)cc3)cccn2c1N(C)C(=O)C1CC1	0.9	-4	1	-0.1	-2	19	/	-8
49	COC(=O)C1=CN(c2ccc(C)cc2)C(N)=C(C#N)C1c1ccc(OC)cc1 (stereo not drawn)	-3.3	-11	42	0.4	2	13	/	-28
50	N/C(CS(=O)(=O)c1ccccc1)=N\OC(=O)c1ccc(F)cc1	-1.4	13	-40	-0.1	3	-142	-3	13
51	Cc1ccc(-n2c(O)c(C=NC3CCS(=O)(=O)C3)c3ccccc3c2=O)cc1C (stereo not drawn)	-2.7	19	-2	/	-2	/	-24	-2
52	COc1cc(Cl)ccc1OCc1cc(C(=O)NCC(C)(C)N2CCOCC2)no1	-0.9	2	-39	0.1	7	-30	/	8
53	Cc1cc(NC(=O)CSc2nccn2C)n(-c2ccccc2)n1	/	1	-10	0.3	0	-21	6	9
54	COc1ccccc1-c1cnc2c(c1)C(=O)N([C@@H](C)CO)C[C@@H](C)[C@H](CN(C)Cc1cccnc1)O2	-2.8	-2	-2	-0.7	11	/	20	6

Compounds from the list above that have fluorine, in the order listed:
no.	Molecule	CFTR F508del cor	DENV2 CPE	EWS-Fli block	Xi reactivation	ERp5 inh	PAX8 reporter	ARNT-TACC3 inh	GSIS activator
8	C[C@@H]1CN([C@@H](C)CO)C(=O)c2cc(NC(=O)Nc3ccc(C(F)(F)F)cc3)ccc2O[C@@H]1CN(C)S(=O)(=O)c1ccc(Cl)cc1	2.5	?	7	0.0	-5	/	0	-31
16	CNC(=S)NNC(=O)c1sc2cc(C(F)(F)F)cnc2c1-c1cccnc1	2.9	-3	1	0.0	-4	-6	4	-1
21	O=C(O)C[C@H]1c2cc(C(F)(F)F)ccc2S(=O)(=O)N1C1CCCC1	-2.6	-4	-7	0.2	5	2	/	-4
25	CN1CCN(c2nc3c(c(=O)n(C)c(=O)n3C)n2Cc2ccccc2F)CC1	2.0	-4	21	0.1	3	11	2	5
29	CN(C)c1ccc(-c2csc(C(O)c3ccc(F)c(F)c3)n2)cc1 (stereo not drawn)	-4.3	-6	-66	0.1	-1	-75	/	8
30	CNC(=O)c1[nH]cnc1C(=O)Nc1ccc(F)cc1	3.5	5	4	-0.1	3	-13	/	15
31	C[C@@H]1CN([C@@H](C)CO)C(=O)c2cc(NC(=O)C3CCCCC3)ccc2O[C@H]1CN(C)Cc1ccc(C(F)(F)F)cc1	-1.7	1	11	0.4	12	/	-5	-10
33	CCN(CC(=O)NCc1ccc(F)cc1)C(=O)COc1ccc2ccccc2c1	/	/	/	0.0	/	2	1	-19
40	C[C@@H]1CN([C@@H](C)CO)C(=O)Cc2cc(NC(=O)CCC(F)(F)F)ccc2O[C@H]1CN(C)C(=O)Nc1cccc2ccccc12	2.2	/	5	-0.3	/	-5	/	-10
50	N/C(CS(=O)(=O)c1ccccc1)=N\OC(=O)c1ccc(F)cc1	-1.4	13	-40	-0.1	3	-142	-3	13
